Hsp70 inhibitors: Hsp70 inhibitors, probe displacement, primary screen, biochemical, fluorescence polarization (AID 583) | Heat shock 70 kDa protein 1A (Homo sapiens) | Hsp70 fluorescence polarization probe displacement, mP; higher % means a stronger effect | 140,000 compounds, 0.06% hits | one-dose displacement, % at 20 µM; IC50 in µM for titrated hits; in the data active means displacement above about 50%;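 further: plate controls were vehicle for no effect and reference ligand for full effect; a part of the inactive calls stands beside numbers as strong as those of hits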
MKP-3 inhibition: MKP-3 phosphatase inhibitors, primary screen, biochemical, rat enzyme, in vitro (AID 425). Dual specificity protein phosphatase 6 (Rattus norvegicus). recombinant MKP-3 phosphatase activity, fluorescence; higher % means a stronger effect. inhibition, % at 20 µM; hits with a dose series show IC50 in µM. 110,000 compounds, 0.17% hits; in the data active means inhibition above about 50%;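 further: plate controls were vehicle for no effect and reference inhibitor for full effect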
Active calls of the source: *; . = not tested or not shown; & = joins results of further samples.

SMILES	Hsp70 inhibitors	MKP-3 inhibition
O=C(CCc1nc2ccccc2[nH]c1=O)OCc1ccc(S(=O)(=O)N2CCOCC2)cc1	0.1%	-2.3%
O=C(Nc1ccccc1)OC1C2CCC1C(N1CCCCC1)CC2 (centres undefined)	0.8%	-2.8%
COc1cc(C)c(Cl)cc1S(=O)(=O)NCc1ccco1	-2.0%	-2.8%
CC(/C=N/NC(=O)C1CC1)c1ccccc1 (centres undefined)	0.1%	-0.1%
CC1CN(C(=O)Nc2ccc3snnc3c2)c2ccccc21 (centres undefined)	5.6%	-11.2%
COc1ccccc1CNS(=O)(=O)c1ccc2c(c1)oc(=O)n2C	5.4%	1.5%
CCCNC(=O)NC(=O)COC(=O)c1ccc(OC)c(S(=O)(=O)N2CCCc3ccccc32)c1	-1.7%	1.4%
CCCc1cc(C(=O)Nc2cccnc2Cl)no1	-1.0%	.
Nc1nc(-c2ccccc2Cl)cs1	0.6%	0.4%
CCC(C)(C)NC(=O)C(c1ccc(C)o1)N(Cc1cccs1)C(=O)Cn1nnc2ccccc21 (centres undefined)	-4.8%	1.0%
CCOc1cc(C(=O)N2CCN(c3ccc([N+](=O)[O-])cc3)CC2)cc(OCC)c1OCC	-3.4%	5.0%
Cc1ccccc1Nc1nc(N)nc(CSc2nc3ccccc3c(=O)n2C)n1	-3.3%	.
COc1ccc(S(=O)(=O)O/N=C2\CCCc3ccccc32)cc1	0.7%	.
Cc1cccc2cc(C#N)c(NCCCn3ccnc3)nc12	4.2%	5.2%
COc1cc2c(cc1NC(=O)c1ccccc1OC)oc1ccccc12	9.7%	-2.7%
O=C1CSC(c2cccnc2)N1c1ccc(F)cc1 (centres undefined)	5.2%	.
CSc1nc(SCC(N)=O)c2c3c(sc2n1)CN(C)CC3	2.9%	3.1%
Cn1c(SCC(=O)N/N=C/c2ccccc2O)nc2ccccc21	3.3%	2.2%
O=C(c1ccc(Cl)cc1)c1ccc(CN2C(=O)c3ccccc3C2=O)o1	2.5%	.
CCOCCCNc1ncnc2c1[nH]c1ccccc12	2.8%	-8.2%
CCC(=O)NCCNc1nc2cc(C)c(C)cc2cc1C#N	3.2%	.
NC(=O)COC(=O)C(Cc1ccccc1)NS(=O)(=O)c1ccccc1F (centres undefined)	-0.3%	-4.1%
CCn1c(=O)c2ccccc2n2c(SCC(=O)N3CCCc4ccccc43)nnc12	4.2%	-4.7%
Cc1cc(S(=O)(=O)NCCc2ccccc2)c(C)s1	1.9%	12.6%
Cn1c(SCC(=O)NCc2ccc3c(c2)OCO3)nnc1-c1c[nH]c2ccccc12	-1.5%	-7.3%
O=C1CCc2cc(S(=O)(=O)N3CCC(C(=O)NCc4ccccn4)CC3)ccc2N1	.	-3.4%
CCc1ccc(S(=O)(=O)N=Nc2c(O)[nH]c3ccccc23)cc1	1.8%	2.1%
O=C(NCc1ccccc1Cl)c1csc2c1CCCCC2	1.2%	.
Clc1ccc(SCCn2ccnc2)cc1	5.2%	-4.0%
O=C(CN1C(=O)COc2ccc(Cl)cc21)N1CCc2ccccc21	-5.3%	-7.2%

Other structures
SMILES	Hsp70 inhibitors	MKP-3 inhibition
CCOC(=O)C(CC)Sc1nc2c(c(=O)[nH]c(=O)n2C)n1C/C=C(/C)Cl (centres undefined)	-2.0%	0.3%
CCOC(=O)c1[nH]c(C)c(C(=O)N2CCN(c3ccccc3)CC2)c1C	-6.2%	9.3%
Cn1c(SCCSc2nnc(-c3ccccc3)n2C)nnc1-c1ccccc1	2.1%	-12.5%
CCOc1ccc(N(CC(=O)NCCSCc2ccc(C)cc2)S(C)(=O)=O)cc1	2.1%	1.0%
COc1ccc2c(c1OC)C(=O)OC2Nc1ccc(C)cc1 (centres undefined)	-1.9%	0.9%
CCOC(=O)c1[nH]c(C)c(C(=O)N2CCN(c3ccc(F)cc3)CC2)c1C	0.9%	-0.2%
O=C1C2C(C(=O)N1c1ccccc1Cl)C1C=CC2C12CC2 (centres undefined)	-4.3%	1.2%
Cc1ccc(OCCn2cc(C=C3C(=O)NC(=O)NC3=O)c3ccccc32)cc1C	-108.4%	12.6%
CC(=O)c1cccc(NC(=O)c2ccc(Br)o2)c1	3.3%	-0.4%
CC(Sc1nnc2ccccn12)C(=O)Nc1ncc(Cl)cc1Cl (centres undefined)	3.4%	.
Cc1ccc(C2C=C(c3ccccc3OC(F)F)Nc3ncnn32)cc1 (centres undefined)	1.3%	7.1%
COc1cc(C(=O)N(Cc2cccnc2)Cc2cc3cc4c(cc3[nH]c2=O)OCCO4)cc(OC)c1OC	2.8%	.
Cc1cc(Nc2ccccc2)n(CCC#N)n1	2.0%	3.6%
CC(=O)c1cccc(NS(=O)(=O)N(C)C)c1	2.3%	-18.1%
Cc1nnc(SCC(=O)N2c3ccccc3Sc3ccccc32)n1N	-2.0%	45.1%
CN(C)c1ccc(NC(=O)CN2CCN(S(=O)(=O)c3cc(Cl)ccc3Cl)CC2)cc1	2.8%	-2.8%
O=C(CCn1nc(-c2ccc(Cl)cc2)ccc1=O)NCc1ccccn1	3.0%	2.3%
Cc1ccc(C2CC(=O)c3cnc(N4CCN(c5ccccc5)CC4)nc3C2)cc1 (centres undefined)	-4.1%	-8.8%
O=C(NCCCN1CCOCC1)c1cc2c(=O)[nH]c3ccccc3c2s1	2.9%	-5.1%
Cc1ccc(C(C)C)c(OCCNC(=O)CCc2ccccc2)c1	-8.4%	4.7%
COc1ccc(CN(Cc2cc3cccc(C)c3[nH]c2=O)C(=O)N(C)C)cc1	-7.4%	-6.5%
O=C(c1noc2c1CCCC2)N1CCN(Cc2ccccc2)CC1	-3.8%	1.6%
CN(C)c1ccc(NS(=O)(=O)c2cccc([N+](=O)[O-])c2)cc1	3.7%	5.5%
Cc1ccc(NCCc2ccc(C)nc2)cc1	-3.4%	.
O=C(c1ccc(S(=O)(=O)N2CCCCC2)cc1)N1CCCc2ccccc21	-2.3%	-5.8%
CCOc1ccc(C2=C/C(=C/c3ccc(I)o3)C(=O)O2)cc1	3.8%	-2.3%
COC(=O)c1ccccc1-c1ccc(/C=C2/SC(=S)N(Cc3ccccc3)C2=O)o1	-3.4%	-1.1%
Cc1ccc(C(=O)N(c2c(C)n(C)n(-c3ccccc3)c2=O)C(C)C)cc1	-2.2%&-0.4%	-0.9%
Cc1ccc(/C=C/S(=O)(=O)N2CCC(C(=O)O)CC2)cc1	4.9%	0.4%
Nc1nnc(SCC(=O)N2CCc3ccccc32)n1-c1ccccc1	2.2%	-6.0%

Next section
SMILES	Hsp70 inhibitors	MKP-3 inhibition
O=C(N/N=C/c1ccc(Cl)c(Cl)c1)c1cc(-c2ccccc2)n[nH]1	-1.6%	1.4%
COc1ccccc1-c1nnc2n1N=C(c1ccc(O)c(O)c1)CS2	6.2%	6.9%
Cc1ccn2cc(C(=O)Nc3nnc(C)s3)nc2c1	0.4%	-17.3%
CCOC(=O)c1c(C)nn(C2CCCCC2)c1N	-2.8%	1.3%
O=[N+]([O-])c1cccc(-c2csc(N/N=C\c3cccc(O)c3)n2)c1	1.5%	0.8%
O=C(Nc1ccc(Cl)cc1)c1cc(-c2cccs2)nc2ccccc12	-1.6%	-0.1%
O=c1c2ccccc2ncn1-c1cccc(Cl)c1	0.9%	.
Cc1ccc(C(C)C)c(OCC(=O)Nc2ccc3c(c2)OCO3)c1	-2.0%	1.8%
Cc1cc(C(=O)OCC(=O)c2ccc(Br)s2)c(C)o1	-0.1%	-13.0%
COC(=O)[C@H](CCSC)NC(=O)Nc1ccc(C(C)=O)cc1	10.8%	-16.7%
COC(=O)C1=C(C)NC2=C(C(=O)CCC2)C1c1cccc(F)c1 (centres undefined)	-3.2%	-1.2%
CCc1nc(NC2CCCCC2)c(C#N)c2c1COC(C)(C)C2	1.8%	-1.9%
Cc1cccc(N2CCN(C(=O)c3ccc(N4CCCC4=O)cc3)CC2)c1C	-1.7%	-12.5%
O=C(CSc1nnc2n(C3CCCCC3)c(=O)c3ccccc3n12)OC1CCCCC1	-3.8%	-1.1%
Nn1c(SCc2csc(-c3ccccc3)n2)nnc1-c1cccs1	3.0%	-3.3%
C=CCC(C(=O)c1ccccc1)C(=O)C(C)(C)OC (centres undefined)	3.1%	0.2%
Cc1cc(C)n(C(=O)CCC(=O)NCc2ccccc2)n1	-3.0%	-8.7%
Cc1oc(CC(C)C)c(CN2CCCC2)c1C(=O)O	-8.0%	-4.0%
CN=C1SC(CC(=O)Nc2ccc(C(C)=O)cc2)C(=O)N1C (centres undefined)	-6.0%	.
C=CCNc1oc(-c2cccc3ccccc23)nc1C#N	-3.2%	-0.8%
O=C(CN1C(=O)CCS(=O)(=O)c2ccccc21)NCc1ccc2c(c1)OCO2	5.0%	0.8%
COc1ccc(OC)c(N(CC(=O)Nc2ccc(I)cc2)S(C)(=O)=O)c1	1.1%	-1.6%
COC(=O)c1cc(NC(=O)c2cccnc2)cc(C(=O)OC)c1	-1.1%	-2.4%
O=[N+]([O-])c1ccc(N2CCCC2)cc1Sc1cccc2cccnc12	-4.3%	-0.6%
Cc1ccc(CN(C(=O)Cn2nnc3ccccc32)C(C(=O)NCc2ccco2)c2ccc(C)o2)cc1 (centres undefined)	-4.4%	.
C/C(=N\O)C(=O)NCC1CCNCC1	-0.5%	-11.3%
CC1(C)CC(=O)C2=C(C1)OC(N)=C(C#N)C2C1CC=CCC1 (centres undefined)	-2.2%&3.7%	-1.5%&0.2%
Cc1ccc(-n2ncnc2-c2ccccc2C)cc1Cl	0.4%	-0.7%
CCOC(=O)CSc1nnc(CSc2nc(C)cc(C)n2)n1Cc1ccco1	2.5%	-1.6%
Cn1c(O)c(N=NC(=O)c2ccccc2NC(=O)c2ccccc2)c2ccccc21	-4.4%	-0.3%

The listing continues.
SMILES	Hsp70 inhibitors	MKP-3 inhibition
COc1cccc(C(=O)Nn2c(C)nnc2-n2nc(C)cc2C)c1	0.7%	.
C=CCCC(=O)Nc1ccc(COC(=O)N2CCOCC2)cc1	1.3%	-9.9%
COc1ccc(OC)c(CN2CCN(C(=O)c3cccc(Cl)c3)CC2)c1	-2.0%	2.8%
c1ccc2c(CSc3nnc(-c4ccncc4)o3)cccc2c1	0.2%	.
O=C1OC(Nc2ccccn2)c2ccccc21 (centres undefined)	-6.8%	.
O=C1c2ccccc2C(O)N1c1cccnc1 (centres undefined)	-4.4%	-7.7%
O=C(Cc1n[nH]c(=O)[nH]c1=O)N/N=C/c1cccc(O)c1	-0.3%	.
Cc1ccc(Cn2c(CN3CC(C)OC(C)C3)nc3c2c(=O)[nH]c(=O)n3C)cc1 (centres undefined)	1.1%	-15.9%
CCOc1ccccc1NC(=O)CN(c1ccc(C)cc1)S(=O)(=O)c1c(C)noc1C	3.8%	-3.6%
Cn1c(CCNC(=O)c2ccco2)nc2cc(NC(=O)c3ccco3)ccc21	0.3%	-1.6%
CC1CCCCC1NC(=O)CN1CCN(Cc2ccccc2Cl)C1=O (centres undefined)	3.1%	-1.7%
CC1CCN(CCNC(=O)c2ccc3c(=O)n(CCc4ccccc4)c(=O)[nH]c3c2)CC1	1.7%	10.8%
c1ccc2c(c1)ncn2Cc1nnc2sc(-c3ccncc3)nn12	6.6%	-9.2%
Cc1cc(C)c(S(=O)(=O)Nc2cccc([N+](=O)[O-])c2C)c(C)c1	-3.6%	3.3%
COc1cc(C2SCC(=O)N2CCCN(C)C)cc(OC)c1OC (centres undefined)	9.9%	.
O=C(c1ccco1)N1CCN(c2ncnc3c2oc2ccccc23)CC1	26.7%	-13.1%
CCN(Cc1ccccc1)C(c1ccc(C(F)(F)F)cc1)c1nnnn1C(C)(C)C (centres undefined)	-5.2%	.
CCOC(=O)N1CCC(Nc2c(Nc3ccc(F)cc3)c(=O)c2=O)CC1	5.2%	.
CCOc1cc(/C=N/NC(=O)c2ccccn2)cc([N+](=O)[O-])c1O	3.4%	1.0%
O=C(OCc1c(Cl)cccc1Cl)c1ccccn1	8.7%	-8.1%
CCOc1ccc(NC(NC(=O)CN2C(=O)c3ccccc3S2(=O)=O)C(Cl)(Cl)Cl)cc1 (centres undefined)	-0.7%	3.6%
CCC(C)(C)n1nnnc1C(c1ccc2ncccc2c1)N1CCCCCC1 (centres undefined)	-5.8%	.
Cc1nn(-c2ccccc2)c(C)c1/C=N/NC(=O)c1cc(-c2ccccc2)n[nH]1	-6.1%	3.2%
COCCNC(=O)C(=O)Nc1ccc(OC)c(Cl)c1	1.4%	-0.6%
O=C(CC(c1ccccc1)c1ccccc1)Nc1ccc2c(c1)OCCO2	0.3%	.
CC(=NC1CC1)c1c(C(F)(F)F)[nH]n(-c2nc3ccccc3s2)c1=O	5.5%	3.9%
O=C(OCc1nnc(-c2ccccc2)o1)C1=COCCO1	1.9%	-13.5%
Cc1ccc2nc(NC(=O)C3CCN(S(=O)(=O)c4ccc5c(c4)oc(=O)n5C)CC3)sc2c1	-6.1%	-4.2%

Assay outcomes from PubChem BioAssay.

The list is partial, so the mix of outcomes need not match the whole.
